Gli-Sufu block = blocks Gli-Sufu signaling in a luciferase reporter; AID 588413; inhibition, % at 5 µM; Sufu-KO-LIGHT fibroblasts, Gli luciferase reporter luminescence; hit rate 0.74% among 340,000;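 active = inhibition above about 55%, limit read from the data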;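 also: 0% = DMSO-treated cells and 100% = wells with medium but no cells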
CCR6 antag = blocks CCL20-driven beta-arrestin recruitment at human CCR6; P51684; CHO-K1 CCR6 PathHunter beta-arrestin, luminescence, CCL20-stimulated; inhibition, % at 20 µM; hit rate 0.49% among 340,000; AID 493098;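 active = compounds whose inhibition of the agonist-driven luminescence signal at 20 µM reaches about 50%, limit read from the data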;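 also: cells stimulated with CCL20 at 14 nM final; plate controls were DMSO with CCL20 for no effect and DMSO without agonist for full effect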
Target sequence (P51684 whole entry, looked up): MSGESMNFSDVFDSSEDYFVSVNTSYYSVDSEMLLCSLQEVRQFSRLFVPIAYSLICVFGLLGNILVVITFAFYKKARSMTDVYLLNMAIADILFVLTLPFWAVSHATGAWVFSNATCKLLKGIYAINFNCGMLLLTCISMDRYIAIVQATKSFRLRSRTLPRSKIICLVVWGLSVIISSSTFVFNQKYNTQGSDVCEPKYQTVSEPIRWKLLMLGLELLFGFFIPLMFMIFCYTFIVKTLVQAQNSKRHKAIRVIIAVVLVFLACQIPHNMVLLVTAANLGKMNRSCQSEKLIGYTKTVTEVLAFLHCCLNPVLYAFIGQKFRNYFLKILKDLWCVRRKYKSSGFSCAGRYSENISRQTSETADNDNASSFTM
697 NFkB inh = lowers PMA/ionomycin-induced NF-kB signal in 697 B cells; inhibition, % at 4 µM; 697 B-cell NF-kB luciferase reporter, 16 h; hit rate 0.33% among 330,000; AID 435022; in the data active = inhibition above about 35%
Jurkat NFkB inh = inhibitors of the PMA/ionomycin-induced NF-kB reporter in Jurkat cells; PMA/ionomycin-induced NF-kB luciferase reporter, luminescence; inhibition, % at 4 µM; hit rate 0.53% among 330,000; AID 435003
SENP8 block = blocks the human protease SENP8. Q96LD8. purified SENP8, Z-RLRGG-aminoluciferin cleavage, luminescence. inhibition, % at 10 µM. hit rate 1.2% among 330,000. AID 2540
Target sequence (Q96LD8 whole entry, looked up): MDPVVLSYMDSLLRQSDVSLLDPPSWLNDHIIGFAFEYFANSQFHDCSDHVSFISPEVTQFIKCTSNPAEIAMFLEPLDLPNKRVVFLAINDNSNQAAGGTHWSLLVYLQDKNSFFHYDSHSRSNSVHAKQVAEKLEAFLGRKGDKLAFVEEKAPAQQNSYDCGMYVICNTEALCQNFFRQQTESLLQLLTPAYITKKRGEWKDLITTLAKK
UBC13 inh = blocks human UBC13 polyubiquitin chain formation; P61088; hit rate 0.47% among 330,000; inhibition, % at 20 µM; AID 485273; TR-FRET; in the data active = inhibition above about 45%, passing the limit was not always enough
Target sequence (P61088 whole entry, looked up): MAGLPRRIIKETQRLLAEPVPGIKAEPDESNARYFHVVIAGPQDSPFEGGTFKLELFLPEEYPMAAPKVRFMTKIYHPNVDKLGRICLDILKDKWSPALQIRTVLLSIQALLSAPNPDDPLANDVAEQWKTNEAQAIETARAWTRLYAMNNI
Apaf1 inhib = human Apaf-1 inhibition | O14727 | reconstituted apoptosome caspase-3 activity, DEVD-Rh110 fluorescence | inhibition, % at 20 µM | hit rate 0.71% among 330,000; active = inhibition of at least 40% at 20 µM;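 also: plate controls were DMSO wells for no effect and DEVD-CHO caspase inhibitor wells for full effect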
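System: reconstituted apoptosome with Apaf-1, cytochrome c, caspase-9, procaspase-3, dATP; Signal: Rh110 fluorescence intensity; Schedule: 30 min compound preincubation, 50 min activation, room temperature; Reagent: cytochrome c trigger plus (Z-DEVD)2-Rh110 caspase-3 substrate.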
EBI2 block = EBI2 (human) antagonism | inhibition, % at 5 µM | P32249 | hit rate 0.81% among 360,000 | EBI2 beta-arrestin recruitment, luminescence, 7a,25-OHC stimulated; in the data active = inhibition above about 38%;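 also: enzyme fragment complementation signal reports receptor beta-arrestin coupling in cells; 0% = agonist plus DMSO wells and 100% = wells without agonist; some results beyond the cut were filed as inactive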
Active calls of the source: *; . = no result given. Rule as the data show it, unless noted: active = inhibition above about 50%; inactive = the rest.

SMILES	Gli-Sufu block	CCR6 antag	697 NFkB inh	Jurkat NFkB inh	SENP8 block	UBC13 inh	Apaf1 inhib	EBI2 block
CC(OC(=O)C1CC=CCC1C(N)=O)C(Cl)=C(Cl)Cl (centres undefined)	2	-1	9	8	-9	0	-6	-14
COc1ccc(NC(=O)Cn2c3ccccc3c3nc4n(c(=O)c32)CCS4)cc1	1	-11	14	-7	7	-1	-5	14
CC(C)Cc1nnc(NC(=O)c2cc(S(=O)(=O)N(C)C)ccc2N2CCCC2)s1	-2	0	-12	15	-2	5	8	1
O=C(NC1CCSC1)c1cccc(Cl)c1 (centres undefined)	2	1	7	7	-6	1	-1	-4
O=C(CN1CCOCC1)NCCC12CC3CC(CC(C3)C1)C2	4	9	2	3	-1	6	-2	8
COc1ccc(CCNCC(=O)Nc2ccc(C)c(S(=O)(=O)N(C)C)c2)cc1OC	5	10	27	-2	2	-5	-8	-6
O=C(COC(=O)CCSc1ccccc1)NCc1ccccc1Cl	-14	9	-24	-9	-4	-3	3	-1
COc1ccc(/C=C/CN2CCN(Cc3ccc(C)cc3)C(CCO)C2)cc1 (centres undefined)	8	-7	4	1	-10	-5	-11	15
CN(C)CCn1c(NC(=O)c2ccc(Cl)cc2)nc2ccccc21	-8	16	-61	-34	4	17	-18	3
CSc1nnc([C@H](Cc2c[nH]c3ccccc23)NC(=O)OC(C)(C)C)o1	-7	1	-4	-26	-9	-4	5	-5
Cc1cc(C)nc(SCCC(=O)N(C)C)n1	5	3	14	9	-2	-3	-1	-1
Nc1cc(N)nc(SCCc2ccccc2)n1	-28	6	-27	-17	-2	4	5	1
CCc1noc(C)c1C(=O)OCC(=O)NC(C)c1ccccc1 (centres undefined)	-2	7	11	6	12	-1	-13	10
COc1ccc(S(=O)(=O)N2CCCCC2)cc1NC(=O)C1CC1	3	8	-25	-17	-3	-8	13	-12
CC(C)CC(COCc1cccc(Cl)c1)N1CCN(C(=O)c2ccc(C(F)(F)F)cc2)CCC1=O (centres undefined)	12	3	-45	-29	-6	2	36	13
N=C(N)Cc1ccccc1Sc1ccccc1	9	11	-10	6	5	-4	7	-1
O=C(NC1CCN(Cc2ccccc2)CC1)c1ccccc1Cl	9	4	1	4	-1	-5	2	2
COc1ccccc1C(=O)NC(C)C(c1cccs1)N1CCOCC1 (centres undefined)	1	15	7	1	2	0	-17	1
O=C(NCc1ccco1)c1ccc(NC(=O)C2COc3ccccc3O2)cc1 (centres undefined)	-3	9	0	8	7	2	6	9
CC(C)SCc1cc(N2CCCC2)nc(-c2ccccc2)n1	0	13	-23	8	1	6	12	8
CCn1c(C)csc1=NC(=O)c1ccccc1	-16	3	3	-17	-1	0	5	3
Cc1cc2c(cc1S(=O)(=O)Nc1cccc(F)c1)n(C)c(=O)c(=O)n2C	23	6	0	3	-13	-10	5	-2
Cc1cccc(C(=O)NC2=NCCS2)c1	.	4	-115	-82	8	-3	8	0
Cc1ccc(CN2CCS(=O)(=O)CC2)o1	1	5	-8	-15	-11	-8	0	-5
COc1cc(C(=O)Nc2cccc(-c3nncn3C)c2)cc(OC)c1OC	6	1	13	-1	-9	-3	2	8

The last seven records of the section above open the next one:
SMILES	Gli-Sufu block	CCR6 antag	697 NFkB inh	Jurkat NFkB inh	SENP8 block	UBC13 inh	Apaf1 inhib	EBI2 block
O=C(NCc1ccco1)c1ccc(NC(=O)C2COc3ccccc3O2)cc1 (centres undefined)	-3	9	0	8	7	2	6	9
CC(C)SCc1cc(N2CCCC2)nc(-c2ccccc2)n1	0	13	-23	8	1	6	12	8
CCn1c(C)csc1=NC(=O)c1ccccc1	-16	3	3	-17	-1	0	5	3
Cc1cc2c(cc1S(=O)(=O)Nc1cccc(F)c1)n(C)c(=O)c(=O)n2C	23	6	0	3	-13	-10	5	-2
Cc1cccc(C(=O)NC2=NCCS2)c1	.	4	-115	-82	8	-3	8	0
Cc1ccc(CN2CCS(=O)(=O)CC2)o1	1	5	-8	-15	-11	-8	0	-5
COc1cc(C(=O)Nc2cccc(-c3nncn3C)c2)cc(OC)c1OC	6	1	13	-1	-9	-3	2	8
c1ccc(-c2noc(-c3ccc4c(c3)OCO4)n2)nc1	50	3	8	68*	98*	1	-17	-23
CC1CCCCC1NC(=O)c1ccc(S(=O)(=O)NNC(=O)c2ccncc2)cc1 (centres undefined)	4	-1	23	5	2	-4	-25	0
COCCCn1c2nc3ccccc3nc2c2c(=O)n(-c3ccccc3OC)cnc21	-13	-4	11	-2	-3	-11	7	-6
CCCN1C2CCCC1CC(NC(=O)c1ccccc1Br)C2 (centres undefined)	-3	0	9	7	-4	3	0	-4
CCCCCCN(C(=O)CCl)c1ccccc1	1	-1	17	-8	2	-8	-13	-13
COc1ccc(NS(=O)(=O)N2CCOCC2)cc1	1	2	-19	1	1	-6	-11	1
COc1ccc(CCNC(=O)CSc2nnnn2-c2ccccc2)cc1	-15	9	-6	-16	1	4	7	5
CC(=O)c1ccc2c3c(cccc13)C(=O)N(CCc1ccccc1)C2=O	-75	4	-111	-45	3	-12	9	17
COc1ccc(N(CC(=O)Nc2cc(C)on2)S(=O)(=O)c2cc(C)ccc2C)cc1	6	12	16	5	0	5	4	6
O=C(CSc1nnc(Nc2ccccc2F)s1)c1cc2ccccc2o1	-8	17	-14	-19	-10	-16	14	3
CC(C)CC(=O)Nc1nnc(SCC(=O)NCC2CCCO2)s1 (centres undefined)	-9	-5	7	1	5	-1	3	-4
O=C1CC(c2ccccc2)NC(=O)N1 (centres undefined)	-8	-23	-4	-3	11	-3	-10	-14
Cc1ccc(C)c(S(=O)(=O)N2CCCN(C)CC2)c1	46	16	-1	1	-2	0	11	-6
N#Cc1nc(-c2ccc(F)cc2)oc1N1CCCCC1	-13	15	-31	-19	1	8	17	-4
Cc1c(-c2ccccc2)n[nH]c1C(=O)NN	-4	-2	-7	-11	-8	-7	4	-5
Cc1cnc(CNC(=O)C2CCC(=O)N(CCc3cccc(F)c3)C2)[nH]1 (centres undefined)	1	-6	-4	9	-8	-2	-3	5
CC(=O)Nc1ccc(-c2csc(Nc3ccc(Cl)cn3)n2)cc1	-36	-27	-26	18	-2	25	3	8
CC(NCC(O)COC1CCC(C(C)(C)C)CC1)c1ccccc1 (centres undefined)	15	-8	18	5	4	30	8	-5
COc1ccc(NC(=O)CN(C)S(=O)(=O)c2ccc3c(c2)NC(=O)CS3)cc1	25	-4	-19	2	-1	-14	1	-1
COc1ccccc1C(=O)NCC(=O)OCc1csc(-c2ccccc2)n1	-12	-11	-18	-14	-18	-2	-1	5
CCCCOc1ccc2ccccc2c1C=O	-31	13	-60	-31	-18	3	9	-5
Cc1cc(C(=O)C(=O)N(C)C)c(C)n1-c1ccc(Cl)c(Cl)c1	6	7	-5	-12	-12	-4	-9	-26
O=S(=O)(c1ccc2nnn(O)c2c1)N1CCOCC1	2	-5	6	-16	11	11	-10	-9
CCN1C(=O)N/C(=C/c2ccc(C)o2)C1=O	-2	10	-5	-21	-2	-17	9	-1
CSCc1cc(N(C)C)nc(SCc2ccc(Cl)cc2Cl)n1	-9	8	-23	-6	7	3	13	17
Next part
SMILES	Gli-Sufu block	CCR6 antag	697 NFkB inh	Jurkat NFkB inh	SENP8 block	UBC13 inh	Apaf1 inhib	EBI2 block
Clc1ccc(Sc2cnc3ccccc3n2)cc1	3	33	-38	-19	-22	-3	8	14
CCOc1ccc(OCC(=O)OCC(=O)N(CC(C)C)c2c(N)n(Cc3ccccc3)c(=O)[nH]c2=O)cc1	-9	8	19	19	6	-4	2	-5
Cc1ccc(CCNC(=O)CN(c2ccc(C)cc2)S(=O)(=O)c2c(C)noc2C)cc1	0	8	-11	3	0	8	14	4
CCOc1cc(NC(=S)NCCOC)c(OCC)cc1NC(=O)c1ccco1	13	6	11	-2	4	-5	6	19
COC(=O)c1ccccc1NC(=O)c1cccc(NC(=O)CSCc2ccccc2)c1C	-5	10	-4	3	3	-1	-8	12
CC(=O)c1c(C)[nH]c(C(=O)N2CCN(C(=O)c3ccco3)CC2)c1C	-10	-27	18	12	-3	3	-6	-21
NC(=O)C1CCN(Cc2nc(-c3ccccc3)no2)CC1	-6	6	-2	-14	-1	1	2	-4
COc1sc(SC)cc1/C=N/NC(=O)c1ccncc1	-31	4	19	6	1	1	3	7
O=C(O)c1ccccc1CSc1ccccn1	1	2	14	-12	-11	4	9	1
O=C(COc1ccc(/C=N/NC(=O)CSCc2ccc([N+](=O)[O-])cc2)cc1)NCc1ccco1	-5	13	8	22	-1	39	3	0
O=[N+]([O-])c1ccc(-c2csc(N3CCCCCC3)n2)cc1	-1	28	-24	-16	5	0	7	29
C=CCn1c(SCC(=O)Nc2ccc(Br)cc2)nc(O)c(CC)c1=O	29	7	-50	0	-7	-5	11	-11
CCOC(=O)c1ccccc1NC(=O)COC	15	1	-5	1	-4	10	3	-12
O=[N+]([O-])c1ccc(Cl)c(/C=N/n2c(-c3cccnc3)n[nH]c2=S)c1	.	.	11	19	10	0	-1	.
COc1ccc(CCNc2c([N+](=O)[O-])ncn2C)cc1OC	-2	-3	7	-3	-7	4	-19	-6
CCOC(=O)NN1C(=O)c2ccccc2NC1c1cccc(O)c1 (centres undefined)	-3	0	-14	-17	-1	15	5	-5
Cc1cccc(NC(=O)c2c(C)nn(-c3ccccc3)c2Cl)c1	38	-1	-32	-32	-11	0	-17	1
COc1ccc(CCNC(=O)C(C)n2nc(C)c3c(C)n(-c4ccc(C)cc4)nc3c2=O)c(OC)c1 (centres undefined)	-10	22	-16	25	-1	0	-6	2
O=C(CN1C(=O)NC(Cc2ccccc2)(Cc2ccccc2)C1=O)NCC1CCCCC1	-3	4	16	11	2	13	6	9
O=C1CSc2ccc(S(=O)(=O)CCC(=O)NC3CCCCC3)cc2N1	0	5	10	2	3	6	0	-5
Cc1c(C)c(C)c(C(=O)c2ccc(NC(=O)c3ccccc3C(=O)O)cc2)c(C)c1C	9	9	-12	7	-5	8	8	-7
O=C1N[C@@H](Cc2cnc[nH]2)C(=O)N2CCC[C@@H]12	0	3	10	-5	6	3	-1	0
COc1ccc(/C(O)=C2/C(=O)C(=O)N(Cc3cccnc3)C2c2ccncc2)cc1F (centres undefined)	-2	-29	-6	-7	-11	-12	-2	-6
Cc1cc(=O)oc2cc(OCC(=O)Nc3ccccc3C(N)=O)c(Cl)cc12	-61	11	7	8	6	11	-4	11
O=C1CSC(=Nc2ccc(Cl)cc2)N1	-2	15	-4	3	-12	3	-11	-6
The list continues:
SMILES	Gli-Sufu block	CCR6 antag	697 NFkB inh	Jurkat NFkB inh	SENP8 block	UBC13 inh	Apaf1 inhib	EBI2 block
COc1ccc2nc(SC(C)C(=O)NC3(C#N)CCCCC3)[nH]c2c1 (centres undefined)	-2	8	4	-24	-7	-6	-2	5
Cc1ccc(NC(=O)c2cccc(C(=O)Nc3ccc(C)c(C)c3)n2)cc1C	8	-6	7	4	2	-6	12	-7
CCCC(=O)N1CC2(C)CN(C(=O)CCC)CC(CCC)(C1)C2=O	-16	8	11	-10	-11	2	4	-9
CN(C)C=NC(=O)c1cc(C(=O)c2ccc(Cl)cc2Cl)c[nH]1	-4	-11	16	-14	-8	-1	7	7
Clc1ccc(-c2csc(N3CCCCCC3)n2)cc1	26	5	-17	-21	-4	-1	15	41
N#Cc1c(N)n(C2CCCCC2)c2nc3ccccc3nc12	17	13	14	29	-1	12	40	2
S=C(NCc1ccccc1)NCc1ccc(CNC(=S)NCc2ccccc2)cc1	19	9	-1	-16	-13	-3	9	19
O=S(=O)(Nc1ccc(O)c(CN2CCCCC2)c1)c1ccccc1	2	-13	-32	-12	-4	-3	5	-8
Cc1c(C(=O)NCc2ccccc2CN2CCCC2)oc2ccc(F)cc12	13	10	-12	-10	-11	4	18	-2
Cc1ccc(S(=O)(=O)Cn2nnnc2C(CC(C)C)N2CCN(C)CC2)cc1 (centres undefined)	6	4	8	7	5	9	-3	-6
CN(C)S(=O)(=O)c1ccc(C(=O)Nc2nnc(SCc3cccc(F)c3)s2)cc1	-9	7	10	6	2	-2	6	-4
CN(Cc1ccon1)Cc1cn[nH]c1-c1ccc(-c2ccccc2)cc1	-9	5	-15	-26	-7	-14	8	13

From PubChem BioAssay

These rows are one share of the data. The share of hits here may be higher or lower than overall.
